SSB-PriA inh = K. pneumoniae PriA-SSBct interaction inhibition. AlphaScreen SSBct-PriA binding, biotinylated peptide. inhibition, % at 33 µM. actives 0.6% (n = 430,000); in the data active means inhibition mostly above about 37%, no sharp cut-off; inactive means mostly below about 20%;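 further: plate controls were negative control peptide for no effect and reference peptide for full effect; strong numbers were not always called active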
Active calls of the source: *; i = inactive; & = joins results of further samples. An excerpt. The share of hits here may be higher or lower than overall.

SMILES	SSB-PriA inh
COc1ccc(OC)c(C(=O)Nc2nc(-c3ccccn3)cs2)c1	-5.0
COC1(CNS(=O)(=O)c2ccccc2Br)CCSC1 (configuration not stated)	1.0
Cc1cc(NC(=O)CSc2ccc(-n3cccn3)nn2)no1	-7.0
O=C(CCCn1nc(-c2cccnc2)ccc1=O)NCc1ccc(F)cc1	-3.0
CCOC(=O)/C(=C(\C)O)C1(C(C#N)C(N)=O)CCCCC1 (configuration not stated)	-5.0
O=C(CCc1csc(NC(=O)c2ccc(F)cc2)n1)NCCC1=CCCCC1	-5.0
COc1ccc(-c2ccc(=O)n(CCCC(=O)N3c4ccccc4CC3C)n2)cc1OC (configuration not stated)	-10.0
O=C(Cc1csc(Nc2ccccc2)n1)NCCC1=CCCCC1	3.0
Cc1cc(C)n2nc(C(=O)NC3CCC(Oc4ccccn4)CC3)nc2n1 (configuration not stated)	-4.0
Cc1ccc(Cl)c2sc(NC(=O)c3ccc(Br)s3)nc12	-9.0
Cc1oc(N=Cc2ccccc2)c(C#N)c1C	5.2
O=C(CC1CSc2nc3c(c(=O)n21)CCC3)N1CCc2ccccc21 (configuration not stated)	10.0
Cc1ccc(CNC(=O)CC2CSc3nc4c(c(=O)n32)CCCC4)cc1 (configuration not stated)	9.0
C1CC(CN2CCNCC2)C1	-15.0
Cn1ccc(C(=O)Nc2nnc(C3CCCCC3)o2)n1	10.0
NC(=Nc1nc(CSc2ccc(Cl)cc2)cc(=O)[nH]1)Nc1cccc2ccccc12	-18.8
Cc1cc(C)n(CC2CCN(S(=O)(=O)c3cccnc3)CC2)n1	-27.0
O=C(NCC(c1cccs1)N1CCc2ccccc21)C(=O)Nc1cc(F)ccc1F (configuration not stated)	-13.0
Cn1nc(C2CCN(C(=O)c3ccc(OC(F)(F)F)cc3)CC2)n(-c2ccccc2)c1=O	-14.0
CCOc1ccccc1NC(=O)CSc1nc2ncccc2c(=O)n1-c1cccc(OC)c1	-1.0
Cc1cc(=O)[nH]c(-n2nc(C)cc2NC(=O)c2ccc(F)cc2F)n1	5.0
COc1ccc(C=NNS(=O)(=O)c2ccc(C)cc2)cc1COc1ccccc1[N+](=O)[O-]	-16.2
O=C(NCCOCCNC(=O)Nc1ccccc1)Nc1ccccc1	0.0
Cc1nn(C2CCS(=O)(=O)C2)c(C)c1S(=O)(=O)Nc1ccc2c(c1)OCCO2 (configuration not stated)	-2.0
COc1ccc(-c2ccc(=O)n(CCCC(=O)Nc3ccc(OC(F)(F)F)cc3)n2)cc1	-8.0
SMILES	SSB-PriA inh
COCCOc1ccc(C(=O)NCc2cncc(-c3cccs3)c2)cc1	-22.0
Cc1nc(C)c(C(=O)N2CCN(c3ccc(-n4cncn4)nn3)CC2)s1	19.0
O=C(NCCn1nc(C(F)(F)F)cc1C1CC1)c1cccnc1	3.0
O=C(O)CCC(=O)Nc1ccc(NC(=S)NC(=O)c2cccc([N+](=O)[O-])c2)cc1	9.0
COc1cccc(C=NNC(=O)c2[nH]nc3c2CCc2ccccc2-3)c1O	-9.7
CC(=O)Nc1ccc(S(=O)(=O)Nc2c(C)nc(N(C)C)nc2C)cc1	-7.0
COc1ccc(-n2nc3c(c2NC(=O)C(=O)NCCCn2ccnc2)CSC3)cc1	-8.0
COc1cc(=O)n(-c2ccccc2)cc1C(=O)N1CCC(n2ccnn2)CC1	-9.0
Cc1ccc(S(=O)(=O)c2ccc(N3CCC(C(=O)OCc4ccccc4)CC3)nn2)cc1	-8.0&-6.0
COc1ccc(CCC(=O)N2CCN(c3cc(-c4cccnc4)[nH]n3)CC2)cc1	-5.0
COc1ccc(C(=O)Nc2ccc3c(c2)CN(C(=O)C2CC2)CC3)c(OC)c1OC	4.0
CCOc1ccc(C(=O)NC2CCN(c3cc(C(F)(F)F)ncn3)CC2)cn1	-1.0
COc1ccc(C(=O)NNC(C)=CC(=O)c2ccccc2)cc1	-6.8
COC(=O)C1(NC(=O)c2cc3n(n2)CCCO3)CCCC1	-23.0
NC(=O)/C(N=Nc1ccccc1)=N\Nc1ccccc1	i
O=c1c2sccc2nc(SCc2nc(-c3ccccn3)no2)n1-c1ccc(F)cc1	-14.0
COc1ccc(S(=O)(=O)CC(=O)N(Cc2ccccc2)Cc2ccccc2)cc1	0.0
Oc1ccc(Cl)cc1CNCC12CC3CC(CC(C3)C1)C2	-8.0
CSc1ccc(CNC(=O)c2nnn3cc(C)[nH]c(=O)c23)cc1	2.0
Nc1nnc(-c2cccc(Cl)c2)o1	25.0
COC(C)(CNC(=O)C(=O)Nc1cccnc1)c1cccc(Cl)c1 (configuration not stated)	-19.0
CC(=NNC(=O)CC1N=C(Cc2ccccc2)NNC1=O)c1ccc(C)cc1 (configuration not stated)	-4.6
CC1=NN(c2ccccc2)C(=O)/C1=C\c1cn(-c2ccccc2)nc1-c1cc2ccccc2o1	5.0
CC(C)(C)c1csc(CN2CCN(C(=O)c3ccc([N+](=O)[O-])o3)CC2)n1	0.0
CN(C)CCOC(=O)CCN1C(=O)/C(=C/c2c(Cl)cccc2Cl)SC1=S	30.0
SMILES	SSB-PriA inh
CN(C)C(C#N)c1ccccc1 (configuration not stated)	-3.0
COc1cc(CSc2ncc(CO)n2CC(=O)NC2CC2)cc(OC)c1	-10.0
Nc1nc(SCc2ccccc2F)[nH]c(=O)c1NC(=O)c1ccccc1	-16.0
O=C(NN=Cc1ccccn1)c1ccc(S(=O)(=O)N2CCCCCC2)cc1	-1.7
Cc1ncc(CO)c(C=NNC(=O)c2cccc(S(=O)(=O)N3CCCC3)c2)c1O	13.8
COc1ncccc1C(=O)N1CCN(c2cc(-n3cncn3)ncn2)CC1	2.0
COc1ccc(S(=O)(=O)NCC(c2ccc(N(C)C)cc2)N2CCN(C)CC2)cc1F (configuration not stated)	14.0
O=C(Cn1c(=O)nc(-c2ccccc2)c2cc(Cl)ccc21)N1CCC(Cc2ccccc2)CC1	-13.0
COc1ccc(Cl)cc1NC(=O)c1cn(-c2ccccc2)c(=O)cc1OC	-4.0
CCC(=NNC(=O)CSCc1ccccc1Cl)c1ccc2c(c1)OCCO2	-9.2
Cc1cc(-c2ccncc2)nn1CCNS(=O)(=O)c1ccc(OCC(N)=O)cc1	-2.0
O=C(NCCn1nc(-c2cccs2)ccc1=O)C1CCCN(c2ccc(-c3ccco3)nn2)C1 (configuration not stated)	7.0
C=CCNC(=S)NN=Cc1ccc(C)s1	-12.9
O=C(CSc1nnc2n1CCN2c1ccc(F)cc1)NCc1ccccc1Cl	-24.0&-14.0
O=C(CSC1=Nc2cccnc2Nc2ccccc21)Nc1ccc(C(F)(F)F)cc1	31.0
O=C(Nc1cc(F)cc(F)c1)c1cccc(S(=O)(=O)N2CCOCC2)c1	2.0
COc1ccc(NS(=O)(=O)c2cccc(C(=O)NN=Cc3ccccn3)c2)cc1	-5.1
COC[C@@](C)(O)CN	-21.0
O=C(Nc1ccccc1Cl)C1CCCN(c2ccc(-c3cccs3)nn2)C1 (configuration not stated)	16.0
COc1cc2c(cc1OC)CN(S(=O)(=O)c1ccc(Oc3ccccc3OC)cc1)CC2	6.0
O=C(CSc1cccc2cccnc12)N1CCCCCC1	101.8*
CN(C)c1nccc(CNS(=O)(=O)c2ccc(OC(F)(F)F)cc2)n1	-6.0
Cc1cc(C)c2c(n1)sc1c(=O)n(CC(=O)NCc3ccccc3Cl)cnc12	-2.0
CCOC(=O)Cc1csc(NC(=O)Cc2csc(NC(=O)NC3CCCCC3)n2)n1	-3.0
O=C(NCc1nc2ccccc2[nH]1)c1cccc([N+](=O)[O-])c1	9.0
SMILES	SSB-PriA inh
NC(=O)c1ccsc1NC(=O)c1ccc(Cl)s1	-9.0
C=CCN1C(=O)C(C)(C)COc2cc(NS(=O)(=O)c3ccc(F)c(C)c3)ccc21	-7.0
CCOc1ccccc1NC(=O)Cn1nc2cc(-c3nc(C)no3)ccn2c1=O	-10.0
CC(=O)c1ccc(NC(=O)CSc2nc(-c3ccccc3)cc(=O)[nH]2)cc1	-6.0
Cc1cc([N+](=O)[O-])ccc1-c1ccc(C=NNC(=O)Cc2ccccc2)o1	3.5
Cc1oc(-c2ccc(Cl)cc2)nc1COC(=O)c1nnn(-c2ccccc2Br)c1C	-2.0
COc1cc(N=Cc2c(O)[nH]c(=S)[nH]c2=O)cc(OC)c1	-3.0
O=C(N1CCC(Oc2ccc(C(F)(F)F)cn2)CC1)C1(c2ccccc2)CCOCC1	8.0
CCCc1nnsc1C(=O)N(Cc1ccco1)C1CCOCC1	-9.0
O=C(Nc1nnc(-c2cc3ccccc3o2)o1)c1ccc([N+](=O)[O-])o1	15.0
CC(=NNC(=O)CC1N=C(Cc2ccccc2)NNC1=O)c1ccc(Cl)cc1Cl (configuration not stated)	-13.0
O=C(Nc1cccc(Cl)c1Cl)c1ccc(=O)n(Cc2ccccc2)c1	2.0
CN1C(=O)C(C)(C)COc2cc(NC(=O)NCc3cccs3)ccc21	-5.0
O=C(c1ccccc1C(F)(F)F)N1CCN(c2ccc(-c3ccccn3)nn2)CC1	150.0*
O=C(CSc1nc2c(cnn2-c2ccc(Cl)cc2)c(=O)[nH]1)NCc1ccc2c(c1)OCO2	-12.0
CCOC(=O)c1ccccc1NC(=O)CSc1nc2c(oc3ccccc32)c(=O)n1CCC(C)C	-6.0
NS(=O)(=O)c1ccc(CCNS(=O)(=O)CCCOc2ccc(F)cc2)cc1	7.0
O=C(O)c1cc(NN=C/C=C/c2ccccc2)ccc1Cl	-4.4
COc1ccc(S(=O)(=O)N2CCCCC2)cc1C(=O)Nc1nccs1	-10.0
FC(F)(F)Oc1ccccc1CN1CC(c2nc(-c3cnccn3)no2)C1	1.0
CCOC(=O)CSc1ncc(-c2ccc(Cl)c(Cl)c2)n1-c1ccc(OC(F)(F)F)cc1	-19.0
O=C(Nc1ccc2c(c1)CN(C(=O)c1ccco1)CC2)c1c(F)cccc1Cl	-6.0
COc1ccc(Cn2c(O)c(C=NNC(=O)c3ccccc3O)c(=O)[nH]c2=O)cc1	7.7
COc1ccc(Br)cc1C=Nn1nnnc1N	-11.2
O=C(COc1ncccn1)NCCNc1cc(-n2cccc2)ncn1	-12.0
SMILES	SSB-PriA inh
O=C(NCCC1=CCCCC1)C1CCN(c2ncccc2S(=O)(=O)N2CCOCC2)CC1	-1.0
O=C(Nc1ccccc1F)c1cc(C2CCN(C(=O)Cc3c[nH]c4ccccc34)CC2)[nH]n1	10.0
CC(=O)c1ccc(NC(=O)CSc2ncnc3c2cnn3-c2ccccc2)cc1	-15.0
CCS(=O)(=O)N1CCCc2ccc(NS(=O)(=O)c3cccs3)cc21	-8.0
Cc1cc(=O)c2cc(C(=O)Nc3ccncc3)ccc2[nH]1	8.0
Cc1ccc(C)c(C(=O)NCCN2CCN(c3ccccc3)CC2)c1	-6.0
O=C(Nc1cccc(-c2ccc3nnc(-c4ccncc4)n3n2)c1)c1ccc2ccccc2c1	4.0
c1coc(CNc2ncnc3c2CCCC3)c1	-5.0
CC(C)Oc1ccc(CNC(=S)NN=Cc2cccnc2)cc1	-26.4
Cc1nn(-c2ccccc2)c(C)c1C=Nn1c(-c2ccc(C(C)(C)C)cc2)n[nH]c1=S	5.8
O=S(=O)(c1cccs1)N1CCC(c2nnc(C3CC3)o2)CC1	8.0
O=C(c1csc2nc(-c3ccc(F)cc3)cn12)N1CCN(c2ccccc2F)CC1	3.0
O=C1C(=O)N(Cc2ccco2)C(c2cccs2)C1=C(O)c1cccc([N+](=O)[O-])c1 (configuration not stated)	-7.5
O=C(Nc1ccc(-c2csc(NC(=O)c3ccc(S(=O)(=O)N4CCCCCC4)cc3)n2)cc1)c1ccc(S(=O)(=O)N2CCCCCC2)cc1	-9.0
COc1cccc2cc(C(=O)NCCc3csc(-n4cccn4)n3)oc12	-5.0
O=C(NCCn1ncccc1=O)c1cccc(C(F)(F)F)c1	2.0
c1csc(-c2nc(CCn3cnc4ccccc43)no2)c1	-9.0
Cn1nnc2c(N3CCN(C(=O)CCC4CCCC4)CC3)ncnc21	-7.0
O=C1N[C@H](Cc2ccccc2)C(=O)N[C@H]1Cc1cn(S(=O)(=O)c2ccccc2)c2ccccc12	8.1
CC(C)Oc1ccc(C(=O)NCc2ccsc2)cc1	4.0
COc1ccc(CCS(=O)(=O)O)cc1	11.0
O=S(=O)(NCCn1nc(-c2ccsc2)cc1C1CC1)c1ccc(Cl)s1	0.0
CN(CC(=O)N1CCCCC(c2ccc(F)cc2)C1)S(C)(=O)=O (configuration not stated)	-10.0
O=C(NCc1nnnn1-c1ccc(Cl)cc1)c1ccccc1S(=O)(=O)C(F)F	-7.0
COC1(CNC(=O)CCc2c(C)noc2C)Cc2ccccc2C1	-21.0
COCCN(Cc1ccoc1)C(=O)CSc1ccc(F)cc1	-3.0
CN(C(=O)c1c(F)cccc1F)C1CCS(=O)(=O)C1 (configuration not stated)	5.0
COc1ccc(C=NNC(=O)c2csc(-n3nc(C)cc3C(F)(F)F)n2)cc1	-13.8

Screens: PubChem, Small Molecule Screening Facility, UW Madison
